# Source: PubChem BioAssay (several laboratories)
# M18AAP inhibitor = PfM18AAP enzyme inhibition. 290,000 tested, 1.2% active. inhibition, % at 7.35 µM. recombinant PfM18AAP, H-Glu-NHMec fluorogenic cleavage;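 active = inhibition above the campaign mean inhibition over all tested compounds plus 3 SD, cut at about 28% in these data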;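 note: 0% = plate median of test compound wells and 100% = 2 mM ZnCl2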
# VIM-2 inh = blocks Pseudomonas aeruginosa VIM-2 metallo-beta-lactamase | purified VIM-2, nitrocefin hydrolysis, epi-absorbance fluorescence | 290,000 tested, 0.89% active | inhibition, % at 5.6 µM | AID 1527;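 active = inhibition above the mean of all tested compounds plus 3 SD, cutoff set per screening run, cut at about 7.5% in these data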;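 note: red hydrolysis product quenches plate fluorescence so inhibitors raise well fluorescence; 0% = enzyme with DMSO and 100% = DMSO without enzyme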
# IDE cell activ = boosts human insulin-degrading enzyme activity in HEK cells; P14735; FAbeta-B cleavage, fluorescence polarization; 0% vehicle, 100% cell-free pure enzyme wells; activation, % at 5.96 µM; 340,000 tested, 0.073% active;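 active = activation above the mean of all tested compounds plus 3 SD, set per screening campaign, cut at about 17% in these data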
# NALP1 inh = inhibitors of NALP1 inflammasome in yeast. inhibition, % at 10 µM. 280,000 tested, 0.61% active. S. cerevisiae NALP1/ASC/caspase-1 growth, X-gal OD620, 72 h. AID 2071; in the data active = inhibition mostly above about 24%, no sharp cut-off; inactive = mostly below about 32%; note: some compounds called inactive have numbers as strong as hits
# PHOSPHO1 inh = blocks human PHOSPHO1 phosphatase activity; inhibition, % at 13.3 µM; Q8TCT1; AID 1565; recombinant PHOSPHO1, absorbance phosphatase assay; 290,000 tested, 1.1% active; in the data active = inhibition above about 60%
# Target sequence (Q8TCT1 whole entry, looked up): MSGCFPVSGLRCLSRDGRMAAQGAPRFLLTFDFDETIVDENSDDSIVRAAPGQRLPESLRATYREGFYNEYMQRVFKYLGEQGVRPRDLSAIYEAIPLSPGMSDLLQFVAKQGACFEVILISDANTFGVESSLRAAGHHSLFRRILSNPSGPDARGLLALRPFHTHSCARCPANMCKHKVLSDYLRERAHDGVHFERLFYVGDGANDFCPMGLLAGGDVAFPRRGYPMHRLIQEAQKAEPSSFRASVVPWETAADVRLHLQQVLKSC
# GPR7 antagonist = blocks human GPR7 receptor signaling. P48145. GPR7-expressing cells, fluorescence antagonist assay. inhibition, % at 4.4 µM. 290,000 tested, 1.1% active. AID 1861; in the data active = inhibition above about 16%, passing the limit was not always enough;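 note: cells stimulated with the agonist NPW; 0% = agonist with vehicle and 100% = vehicle without agonist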
# Target sequence (P48145 whole entry, looked up): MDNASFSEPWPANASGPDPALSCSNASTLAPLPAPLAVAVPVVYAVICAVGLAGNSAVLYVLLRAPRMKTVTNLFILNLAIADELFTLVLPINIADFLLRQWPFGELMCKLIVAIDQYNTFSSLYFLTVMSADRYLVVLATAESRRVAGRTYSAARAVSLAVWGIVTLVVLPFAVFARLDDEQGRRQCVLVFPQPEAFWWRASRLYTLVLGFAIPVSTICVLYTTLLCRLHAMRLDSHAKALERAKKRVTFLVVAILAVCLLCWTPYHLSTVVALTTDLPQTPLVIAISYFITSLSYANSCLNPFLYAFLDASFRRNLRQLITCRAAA
# IDE inh = inhibits human insulin-degrading enzyme in HEK cells. P14735. FAbetaB cleavage, fluorescence polarization. inhibition, % at 5.59 µM. 320,000 tested, 0.41% active. AID 434962;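 active = percent inhibition above the average of all tested compounds plus 3 SD, set per screening campaign, cut at about 16% in these data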;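 note: IDE supplied by intact live HEK cells; FP after avidin binding of uncleaved biotin substrate so inhibition keeps polarization high; 0% = DMSO wells and 100% = 60 µM reference IDE inhibitor Ii1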
# pCIP destab = lowers stability of the mouse p/CIP coactivator protein; F442A p/CIP-EGFP cells, EGFP fluorescence, 16 h; decrease of EGFP signal, % at 10 µM; 290,000 tested, 0.01% active;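 active = EGFP signal decrease of at least 30% at 10 µM or well 3 SD below plate mean, unless failing retest; inactive = the rest, including hits failing retest or dose response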; note: some compounds called inactive have numbers as strong as hits; many of its hits are not listed in these tables
# IMP-1 inh = inhibitors of Pseudomonas aeruginosa IMP-1 metallo-beta-lactamase | purified IMP-1, nitrocefin hydrolysis, epi-absorbance fluorescence | inhibition, % at 5.6 µM | 290,000 tested, 0.45% active;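 active = inhibition above the mean plus 3 SD of all compounds in the same screening run, cut at about 4.5% in these data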;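 note: 0% = IMP-1 with DMSO and 100% = DMSO wells lacking enzyme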
#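 system = purified recombinant IMP-1 beta-lactamase | amount = 0.2 nM IMP-1, as dispensed | medium = HEPES buffer pH 7.1 with ZnSO4 and Brij 35 | times = 25 °C, 15 min preincubation, 25 min reaction | detection = plate fluorescence quenching by hydrolysis product, ex 480/em 530 nm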
# The depositor's hits bear a star; x = not tested or not shown.
# A first look:
# Values in the order: M18AAP inhibitor	VIM-2 inh	IDE cell activ	NALP1 inh	PHOSPHO1 inh	GPR7 antagonist	IDE inh	pCIP destab	IMP-1 inh
Cc1ccc(Nc2nc(N)c([N+](=O)[O-])c(NCCO)n2)cc1C
    -4	0.4	8	x	-2	-17	5	1	-1.9
COc1cccc(CNS(=O)(=O)c2ccc(S(=O)(=O)NC3CC3)cc2)c1
    2	-2.5	3	1	49	0	-3	-11	-1.1
Cc1ccc(NC(=S)NCc2ccccc2)c(C)c1
    -5	-2.5	2	3	8	-4	1	-11	-5.8
O=C(NCc1ccccc1)/C(=C\c1ccccc1)NC(=O)c1ccco1
    -2	-4.3	4	24	18	-5	6	-3	-1.9
N#CCCNS(=O)(=O)c1ccc(C(=O)OCCCOC(=O)c2ccc(S(=O)(=O)NCCC#N)cc2)cc1
    -2	-1.2	4	6	-1	4	4	-2	-0.9
COc1cc(NC(=O)c2ccnn2C)c(OC)cc1Cl
    7	-2.1	2	25	34	-12	1	-4	-3.4
Cc1csc(NC(=O)CSc2nc3ccccc3s2)n1
    -13	-1.1	1	11	28	-5	5	-3	4.6*
CC(=O)NCCc1ccc(S(=O)(=O)N2CCN(c3nc(-c4ccccc4)c(C)s3)CC2)cc1
    -2	-5.6	0	11	37	7	1	0	-2.1
Cc1ccc(C)c(C(=O)COC(=O)CCN2C(=O)C3C4CCC(C4)C3C2=O)c1 (centres undefined)
    5	-3.2	1	16	x	-11	x	-4	-1.9
COc1ccc(CCN2C(=O)N(c3ccc(OC)cc3)C(=O)C2CC(=O)Nc2ccccc2)cc1 (centres undefined)
    -8	-0.2	3	-4	-14	-3	8	-11	-1.0

# The listing (from the top)
# Values in the order: M18AAP inhibitor	VIM-2 inh	IDE cell activ	NALP1 inh	PHOSPHO1 inh	GPR7 antagonist	IDE inh	pCIP destab	IMP-1 inh
Cc1ccc(Nc2nc(N)c([N+](=O)[O-])c(NCCO)n2)cc1C
    -4	0.4	8	x	-2	-17	5	1	-1.9
COc1cccc(CNS(=O)(=O)c2ccc(S(=O)(=O)NC3CC3)cc2)c1
    2	-2.5	3	1	49	0	-3	-11	-1.1
Cc1ccc(NC(=S)NCc2ccccc2)c(C)c1
    -5	-2.5	2	3	8	-4	1	-11	-5.8
O=C(NCc1ccccc1)/C(=C\c1ccccc1)NC(=O)c1ccco1
    -2	-4.3	4	24	18	-5	6	-3	-1.9
N#CCCNS(=O)(=O)c1ccc(C(=O)OCCCOC(=O)c2ccc(S(=O)(=O)NCCC#N)cc2)cc1
    -2	-1.2	4	6	-1	4	4	-2	-0.9
COc1cc(NC(=O)c2ccnn2C)c(OC)cc1Cl
    7	-2.1	2	25	34	-12	1	-4	-3.4
Cc1csc(NC(=O)CSc2nc3ccccc3s2)n1
    -13	-1.1	1	11	28	-5	5	-3	4.6*
CC(=O)NCCc1ccc(S(=O)(=O)N2CCN(c3nc(-c4ccccc4)c(C)s3)CC2)cc1
    -2	-5.6	0	11	37	7	1	0	-2.1
Cc1ccc(C)c(C(=O)COC(=O)CCN2C(=O)C3C4CCC(C4)C3C2=O)c1 (centres undefined)
    5	-3.2	1	16	x	-11	x	-4	-1.9
COc1ccc(CCN2C(=O)N(c3ccc(OC)cc3)C(=O)C2CC(=O)Nc2ccccc2)cc1 (centres undefined)
    -8	-0.2	3	-4	-14	-3	8	-11	-1.0
CCCCOC(=O)c1ccc(NC(=O)c2ccccc2OC)cc1
    12	-2.5	0	48	8	-1	14	-13	-1.6
O=C(COc1ncnc2ccccc12)NCc1ccc2c(c1)OCO2
    -13	-0.7	4	1	7	-7	4	-19	1.0
CCC(=O)Nc1cccc(NC(=O)CSc2nnnn2Cc2ccccc2)c1
    -6	0.8	7	21	50	23*	-5	-17	0.4
CCOC(=O)C1C(=O)C=C(c2ccc([N+](=O)[O-])cc2)CC1c1ccccc1 (centres undefined)
    5	-0.4	1	28	-10	15	4	-9	-1.8
CCNC(=O)CN(CCc1ccccc1)S(C)(=O)=O
    3	0.6	2	3	22	-13	8	-2	-0.6
COc1ccc(NC(=O)CSc2nnc(C3CCCCC3)n2N)cc1
    7	-1.7	1	9	33	1	1	20	-1.1
CC(C)(CC(=O)O)CC(=O)Nc1cc(C(F)(F)F)cc(C(F)(F)F)c1
    -2	-2.5	-5	-2	-13	-16	7	-2	-3.5
Cc1ccc(Oc2ncnc(N)c2[N+](=O)[O-])cc1C
    -5	-2.0	-2	-9	29	-15	-4	-14	-1.1
CCc1nnc(NC(=O)CSc2nnc(-c3ccccc3O)n2-c2ccc(C)cc2C)s1
    0	-4.1	0	3	-55	-14	1	-7	-1.9
Cc1oc2c(cc(NS(=O)(=O)c3cccs3)c3ccccc32)c1C(=O)OC(C)C
    -12	2.4	7	2	-26	-11	-2	-10	0.4
O=C(COc1ccc(CO)cc1Cl)Nc1ccc(F)cc1
    2	1.8	-3	51	6	13	-6	0	-1.7
CC(C)(C)c1ccc(NC(=O)NCc2ccco2)cc1
    2	-0.1	3	21	18	7	-2	-7	1.5
COc1ccc(NC(=O)Cn2c(-c3ccccc3)cn(-c3ccc(C)cc3)c2=O)cc1
    1	-1.8	-2	7	18	2	3	6	-3.0
O=C(c1ccco1)N1CCN=C1SCc1ccccc1Cl
    -4	2.4	1	-3	-15	-6	-1	0	-1.7
O=C(NC1CCCCC1)c1cc(-c2ccccc2Cl)on1
    2	-1.5	5	16	45	-8	4	-23	-3.6
COc1ccccc1NS(=O)(=O)c1cc(C(=O)NCCC(C)C)ccc1F
    3	-5.2	3	6	2	-4	3	12	-1.9
Nc1cc(C(=O)OCC(=O)NCCNC(=O)COC(=O)c2ccc(Cl)c(N)c2)ccc1Cl
    0	-3.0	4	10	28	0	-3	4	-2.9
COc1ccc(/C=N/NC(=O)c2nn(-c3ccc(C)c(C)c3)c(=O)c3ccccc23)cc1
    9	-4.2	2	25	-6	2	4	-3	-1.8
C/C(=N\NC(=O)c1ccccc1Cl)c1ccccn1
    12	-1.0	-2	18	47	-12	-3	-2	-4.2
CCOC(=O)c1cc(CC)sc1NC(=O)c1ccc([N+](=O)[O-])c(N2CCOCC2)c1
    0	-2.8	6	18	-5	7	2	-6	-0.6
Cc1cc(C)c(NC(=O)/C=C\C(=O)O)c([N+](=O)[O-])c1
    -89	-3.4	0	-7	12	2	6	0	-1.1
O=C(Cc1ccc(F)cc1)Nc1c(C(=O)N2CCN(c3ncccn3)CC2)oc2ccccc12
    0	-2.8	7	14	30	-5	-4	-11	-1.8
Cc1nn(-c2ccccc2)c(C)c1/C=C/C(=O)OC(C)C(N)=O (centres undefined)
    -2	-5.4	1	23	-4	-7	2	-3	-2.6
Cc1ccc2nc(N3C(=O)C(O)=C(C(=O)c4ccco4)C3c3ccc(O)cc3)sc2c1 (centres undefined)
    19	2.5	3	-18	36	-4	3	-8	0.3
O=C(C1CCCN(Cc2cc(Br)ccc2O)C1)N1CCCCC1 (centres undefined)
    4	-3.0	0	14	14	1	3	1	-2.3
Nc1cc(-c2cccc(Br)c2)nn1Cc1ccccc1
    5	-1.3	0	45	-9	-2	1	-14	-3.5
O=C(Nc1ccc(N2CCN(C(=O)c3ccco3)CC2)cc1)c1ccco1
    -6	-1.6	-1	-6	46	2	-6	-4	-0.6
O=C(CNC(=O)c1ccc(Br)o1)Nc1ccccc1
    3	-1.7	3	-1	-1	-13	x	4	-2.9
CC(=O)COC(=O)C1CCN(S(=O)(=O)c2cc([N+](=O)[O-])ccc2Cl)CC1
    5	-2.2	4	12	-3	-13	0	-12	-3.1
CC1CCCCN1S(=O)(=O)c1ccc(N(C(=O)c2cnccn2)C(C(=O)NC2CCCCC2)c2cccs2)cc1 (centres undefined)
    6	0.6	2	15	-5	9	4	-2	-2.9
CCCC(=O)c1cn(CC(=O)OC)c2ccccc12
    14	-1.8	0	3	-6	-13	-3	-6	2.9
Cc1ccnc(NS(=O)(=O)c2ccc(NS(C)(=O)=O)cc2)n1
    -3	-3.1	2	x	43	-13	-3	1	-2.6
Cn1cc(CN2CCN(Cc3ccccc3)CC2)c(-c2cccc(Cl)c2)n1
    -1	-1.7	5	16	40	-1	9	-7	-0.4
NC(=O)/C(=C/c1ccc2c(c1)OCO2)NC(=O)c1ccco1
    1	-6.2	1	9	-90	6	3	-11	-4.3
CCCC(C(=O)NC1CCCC1)N(Cc1ccc(F)cc1)C(=O)c1snc(C(N)=O)c1N (centres undefined)
    9	-3.2	0	3	19	-7	4	-12	-2.5
O=C(Nc1ccccc1C(=O)O)c1cccc(N2C(=O)c3ccccc3C2=O)c1
    0	-1.2	-1	10	12	1	1	-4	-1.2
Cc1cccc2sc(NNC(=O)c3ccc4c(c3)OCCO4)nc12
    34*	-0.3	1	23	-4	-14	0	-3	-2.1
O=S(=O)(NC1CC1)c1ccc2c3c(cccc13)CC2
    0	-2.1	6	14	11	-21	-1	-1	-2.5
C#Cc1ccc(CN2CCC(C(=O)Nc3ccc(Oc4ccccc4)nc3)CC2)cc1
    -8	0.0	4	13	22	0	-4	-6	0.6
Cc1ccc(NS(=O)(=O)c2ccc(C)c(C(=O)N3CCOCC3)c2)cc1
    -4	-1.7	-5	-3	18	-14	4	-23	-1.0
O=C(CCCCn1c(=O)[nH]c2ccccc2c1=O)NC1CCN(Cc2ccccc2)CC1
    -1	-3.4	-4	30	63*	-9	-2	-5	-3.3
O=C(c1ccc(F)cc1)N1CCCC(C(=O)N2CCc3ccccc3C2)C1 (centres undefined)
    -1	-1.0	3	6	42	-9	2	-12	-2.7
NS(=O)(=O)c1ccc(NC(=O)C2CCCO2)cc1 (centres undefined)
    6	1.5	x	13	26	5	7	5	-0.8
COc1cccc(CNC(=O)c2cnc(-c3ccccn3)nc2C(F)(F)F)c1
    2	-5.2	6	-25	6	-9	-5	-7	-4.3
COc1ccc2nc(SCC(=O)Nc3c(C)cccc3C)[nH]c2c1
    -4	-0.2	8	9	30	4	3	-5	1.1
COc1ccc(C2C(C(C)=O)=C(O)C(=O)N2CCc2c[nH]c3ccccc23)cc1 (centres undefined)
    -9	1.1	1	6	27	0	-2	-8	0.3
CC1CCCCC1NC(=O)C1CCN(S(=O)(=O)c2ccc(-n3cnnn3)cc2)CC1 (centres undefined)
    4	-1.0	5	10	-11	-2	-4	-14	-4.0
O=C(CSc1nnc(-c2ccc(Cl)s2)o1)N1CCCc2ccccc21
    -11	-1.7	-2	-8	4	-6	x	-1	-1.4
